GAA glycogen = GAA glycogen-cleavage inhibition or activation; recombinant GAA, glycogen substrate, Amplex Red glucose oxidase fluorescence; Potency, µM (titrated, usually from 76.4 µM), for the others: at the top dose activity change, negative = inhibition, usual class: inhibitors; P10253; 300,000 compounds, 0.38% hits;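 note: 0% = full enzyme reaction and -100% = no-enzyme basal signal; the screen sought inhibitors and activators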
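Natural-substrate format: glycogen cleavage by 4 nM human enzyme, glucose read by Amplex Red coupling (Ex 573, Em 610 nm). Normalized to enzyme and no-enzyme controls.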
GAA inh = inhibitors of human lysosomal alpha-glucosidase; Potency, µM (titrated, usually from 76.9 µM), for the others: at the top dose activity change, negative = inhibition, actives largely listed as inhibitors; purified human GAA, 4-MU-alpha-glucoside fluorescence; AID 1466; 200,000 compounds, 0.005% hits; P10253;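 note: plate controls were uninhibited enzyme wells for no effect and no-enzyme background for full effect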
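Read-out is 4-methylumbelliferone fluorescence (Ex 365/Em 440 nm) after NaOH/glycine stop at pH 10. Enzyme 4 nM, substrate 400 uM, pH 5.0 citrate buffer, 20 min room temperature; AC50 from Hill-equation concentration-response.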
HTT cytoprotect = protects HTT-Q103 PC12 cells, measured by ATP; PC12 HTT-Q103 induced, cytoprotection, ATP luminescence, 40 h; Potency, µM (titrated, usually from 56.4 µM), without a hit: cytoprotection (ATP increase), most hits filed as activators; 230,000 compounds, 0.14% hits;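 note: % of control where 0% means no effect; nearly all actives have a fitted effect of over 45% in size; toxic huntingtin expression switched on by the ecdysone agonist tebufenozide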
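PC12 cells stably carrying ecdysone-inducible Htt exon 1 (Q103)–GFP were induced with 100 nM tebufenozide (final) alongside library compounds in a dose series. Cytoprotection was scored as retained ATP by ATPlite luminescence.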
Tau fibril FP = inhibitors of human tau fibril formation; P10636; K18 P301L tau heparin fibrillization, Alexa594 FP, 6 h; Potency, µM (series often up to 57.7 µM), for the others: at the highest dose activity, negative = inhibition, actives largely listed as inhibitors; 280,000 compounds, 0.39% hits; AID 1468; note: % is set by controls: 0 for no effect and ±100 for the full control effect; nearly all actives have a fitted effect of over 55% in size
Target sequence (P10636 561-689 P618L limits assumed): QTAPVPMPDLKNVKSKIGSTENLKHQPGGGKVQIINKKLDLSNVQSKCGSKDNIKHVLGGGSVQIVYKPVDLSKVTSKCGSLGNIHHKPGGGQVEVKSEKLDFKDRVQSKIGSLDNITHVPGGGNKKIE
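Steps: dispense K18 P301L tau (15 uM plus 0.24 uM Alexa 594 tracer, final) in pH 7 sodium acetate; add compound; add heparin (20 uM final); incubate 6 hr, 37 C; add ThT (30 uM final); after 1 hr ambient, read FP.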
Tau fluor counter = counter-screen for tau fibril formation inhibitors; Potency, µM (titrated, usually from 57.7 µM), for inactives: at the top dose activity change, negative = decrease; tau K18 P301L Alexa594 fluorescence, heparin fibrillization; AID 1463; 280,000 compounds, 0.93% hits; note: % is set by controls: 0 for no effect and ±100 for the full control effect; nearly all actives have a fitted effect of over 55% in size
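Human K18 P301L tau (15 uM unlabeled plus 0.24 uM Alexa 594-labeled, final) in 100 mM sodium acetate pH 7 was mixed with compound and 20 uM heparin and incubated 6 hr at 37 C.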
Tau fibril ThT = tau fibrillization inhibition (ThT binding); recombinant tau K18 P301L (four-repeat tau fragment), heparin-induced fibrillization, ThT fluorescence; Potency, µM (titrated, usually from 57.4 µM), without a hit: at the highest dose activity, negative = inhibition, most hits filed as inhibitors; 270,000 compounds, 2.1% hits; AID 1460; note: % is set by controls: 0 for no effect and ±100 for the full control effect; nearly all actives have a fitted effect of over 55% in size
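Heparin-induced fibrillization of the P301L-mutant K18 repeat-domain fragment of human tau was followed by ThT binding in quantitative high-throughput format.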
aGal spleen mod = alpha-galactosidase A (human) modulation; human spleen homogenate, 4MU-alpha-Gal fluorescence, 40 min; Potency, µM (highest dose often 80 µM), for inactives: at the top dose activity change, negative = inhibition, actives largely listed as inhibitors; 240,000 compounds, 0.008% hits; AID 2107;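 note: 0% = enzyme with vehicle and -100% = no enzyme basal signal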
Target sequence (P06280 32-429 limits assumed): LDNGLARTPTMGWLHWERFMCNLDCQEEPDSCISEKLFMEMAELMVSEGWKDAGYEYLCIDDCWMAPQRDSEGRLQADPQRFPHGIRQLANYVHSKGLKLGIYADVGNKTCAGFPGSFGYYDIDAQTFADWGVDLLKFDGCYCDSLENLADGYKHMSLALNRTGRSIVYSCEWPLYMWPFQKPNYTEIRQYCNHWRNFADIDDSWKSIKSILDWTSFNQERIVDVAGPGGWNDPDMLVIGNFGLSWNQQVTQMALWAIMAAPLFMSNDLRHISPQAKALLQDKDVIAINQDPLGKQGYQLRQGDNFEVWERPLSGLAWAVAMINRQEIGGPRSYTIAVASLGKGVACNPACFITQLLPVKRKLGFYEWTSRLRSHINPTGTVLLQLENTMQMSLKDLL
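qHTS titration in buffer at pH 5.0. Alpha-galactosidase activity in spleen homogenate was measured via 4-methylumbelliferone release from 1 mM fluorogenic substrate after 40 min at 37C and a pH 10 stop. AC50 came from Hill fits of control-normalized data.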
GAA spleen mod = inhibitors or activators of human alpha-glucosidase in spleen homogenate | P10253 | human spleen homogenate, 4-MU-alpha-glucoside fluorescence | Potency, µM (titrated, usually from 79.9 µM), without a hit: top-dose activity change, negative = inhibition, most hits filed as inhibitors | 240,000 compounds, 0.006% hits | AID 2112;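 note: 0% = enzyme with vehicle and -100% = no enzyme basal signal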
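Human spleen homogenate (1 ug) incubated with compounds and 1 mM 4-methylumbelliferyl-alpha-D-glucopyranoside in pH 5.0 citrate/phosphate buffer, 37 C, 40 min. Stopped at pH 10; 4-MU fluorescence (Ex 365/Em 440 nm); AC50 by Hill fit.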
* hit, by the source's call; ? = inconclusive; . = no result given; & = joins results of further samples; [ ] = remark or other dose. Calls come from the whole dose curve; as a rule, active = well fitted curve in the direction sought with a large enough effect; inconclusive = small, poorly fitted or top-dose-only effect, or another doubt; inactive = no such curve, though single readings can be large; an effect the other way counts as inactive or inconclusive. Potency is the fitted concentration of half-maximal effect. Rows were taken by chance, and some 3.3% of all compounds hit somewhere here.

Molecule | GAA glycogen | GAA inh | HTT cytoprotect | Tau fibril FP | Tau fluor counter | Tau fibril ThT | aGal spleen mod | GAA spleen mod
O=[N+]([O-])c1cccc(-c2nnc3ccc4ccccc4n23)c1 | -1% | -3% | 23%[10 µM] | -5% | -5% | -6% | 3% | -1%
O=C(c1ccc(N2CCN(CCO)CC2)nc1)N1CCOCC1 | -4% | -1% | . | 7% | 1% | -6% | 1% | -4%
CC(=O)N(C)c1ccc(NC(=O)c2ccco2)cc1 | -6% | 1% | -87%[inhibitor][0.074 µM] | 2% | 2% | -1% | 4% | 6%
CC(C)n1c(=O)[nH][nH]c1=S | ? | ? | 0%[10 µM] | ? | -26% | 28µM* | 6% | 3%
O=C(Oc1cc(=O)oc2ccccc12)c1cccnc1Cl | -6% | 2% | . | 0% | 0% | -2% | 7% | -9%
Cc1cc(C)cc(NC(=O)Cn2nnc3ccccc3c2=O)c1 | 7% | ? | -42%[inhibitor] | -5% | -13% | -11% | 1% | -5%
C=CCCC(=O)Nc1nc(C)c(-c2csc(Nc3ccc(Cl)cc3Cl)n2)s1 | -23% | -8% | -92%[inhibitor] | -6% | 14µM*[quencher] | 7.9µM* | -3% | -6%
CCOC(=O)C1CCCN(Cc2cc(=O)oc3cc(C)ccc23)C1 (configuration not stated) | -2% | -4% | -17% | -5% | -9% | -15% | -5% | -2%
CN(C)/C=C/C(=O)c1ccc(Br)s1 | 9% | -7% | 14%[10 µM] | -5% | 2% | -9% | 0% | -4%
Cc1cc(C(=O)NCc2cccnc2)n(-c2ccccc2)n1 | -4% | -3% | -7% | -2% | -2% | -5% | -4% | -4%
Cc1cccc(NC(=S)N2CCC(O)CC2)c1C | 11% | 3% | -14% | -1% | -2% | 0% | 3% | 2%
N#CCSc1nnc(-c2ccccc2O)n1CCc1ccccc1 | -6% | -7% | 18%[10 µM] | 7% | 1% | -6% | 9% | 4%
Cc1ccccc1NC(=O)CCN1CCc2ccccc2C1 | -5% | -7% | -13%[10 µM] | -9% | -5% | 3% | -8% | -8%
CC(C)C1CC(c2csc(N)n2)CCO1 (configuration not stated) | 5% | -5% | -4% | -2% | 2% | 2% | 6% | -1%
COc1ccc(C(NC(=O)/C=C/c2ccco2)c2ccc(OC)c(OC)c2)cc1OC | 5% | ? | ? | ? | -8% | ? | -9% | 1%
COc1cc([N+](=O)[O-])ccc1NC(=O)/C=C/C(=O)O | 6% | -4% | ? | 3% | -12% | -13% | ? | -4%
COc1ccc(CCNC(=O)CCC(=O)Nc2nnc(C(C)C)s2)cc1OC | -3% | 3% | 36%[10 µM] | -9% | -1% | 0% | -4% | 2%
C=CCc1cccc(/C=N/NC(=O)C(C)Nc2ccc(C)cc2)c1O (configuration not stated) | -7% | -6% | 9%[10 µM] | ? | ? | -5% | 9% | 5%
N=c1ccn(Cc2ccccc2Cl)cc1 | 7% | -6% | -44%[inhibitor] | -3% | -4% | 4% | 1% | -3%
O=CN1CCN(C(=O)CN2C(=O)c3ccccc3C2=O)CC1 | 8% | 2% | 11% | -8% | -5% | -5% | 0% | -4%

Profiles, looked up by structure.
CC(C)C1CC(c2csc(N)n2)CCO1 (configuration not stated) as listed: GAA glycogen: 5%; GAA inh: -5%; HTT cytoprotect: -4%; Tau fibril FP: -2%; Tau fluor counter: 2%; Tau fibril ThT: 2%; aGal spleen mod: 6%; GAA spleen mod: -1%
Cc1cc(C)cc(NC(=O)Cn2nnc3ccccc3c2=O)c1 as listed: GAA glycogen: 7%; GAA inh: ?; HTT cytoprotect: -42%[inhibitor]; Tau fibril FP: -5%; Tau fluor counter: -13%; Tau fibril ThT: -11%; aGal spleen mod: 1%; GAA spleen mod: -5%

Next compounds follow:
Molecule | GAA glycogen | GAA inh | HTT cytoprotect | Tau fibril FP | Tau fluor counter | Tau fibril ThT | aGal spleen mod | GAA spleen mod
CC(C)NC(=O)CN1CCC(O)(c2ccccc2)CC1 | 9% | -4% | 1% | -2% | 10% | 12% | -7% | -4%
CSc1sc(C(=O)NCC2CC2)c2c1S(=O)(=O)N(C)c1ccccc1-2 | 1% | . | -5%[10 µM] | -14% | -9% | -8% | 4% | 7%
Cc1ccc(NC(=O)c2ccc3c(c2)C(=O)N(CC2CCCO2)C3=O)cc1C (configuration not stated) | 2% | 4% | 7%[10 µM] | -14% | -24% | -12% | 1% | 0%
O=C(/C=C/c1ccccc1)N/C(=C/c1ccccc1)C(=O)NCCCO | 4% | -11% | -2%[10 µM] | -5% | 3% | -1% | 11% | 3%
CC(C)CC(=O)NCCc1ccncc1 | 7% | 0% | 1% | -4% | -2% | -5% | 2% | 4%
COC(=O)CCc1c(C)[nH]c(C(=O)OCc2ccccc2)c1C | 2% | -6% | -7%&-38% | 1%&4% | -13%&-22% | -4%&-16% | 7%&0% | -2%&9%
O=C(CCN1C(=O)c2ccc([N+](=O)[O-])cc2C1=O)Nc1ccc(O)cc1C(=O)O | 1% | 1% | -3% | 1% | -4% | -12% | 3% | -4%
O=C(CSc1nnc2scc(-c3ccc(F)cc3)n12)NCc1ccco1 | 2% | 2% | 7% | -1% | -3% | 2% | -3% | -6%
CC(C)(C)NC(=O)NC(=O)CN1CCN(C(c2ccccc2)c2ccccc2)CC1 | 8% | ? | -52%[inhibitor] | 0% | -9% | -12% | -7% | -3%
Cc1ccc(C(=O)O/N=C2\CCCc3ccccc32)cc1 | -6% | -1% | 27% | -7% | -11% | ? | 2% | -18%
O=C(Nc1nnc(S(=O)(=O)N2CCCC2)s1)c1ccccc1F | 1%&8%[76.3 µM] | . | . | 0% | -30% | ? | . | .
COc1ccccc1N1CCN(C(=O)/C=C/c2ccc(C)cc2)CC1 | 10% | 8% | -6%[10 µM] | 9% | 10% | -12% | -8% | 4%
Cc1ccc(C)c(S(=O)(=O)Nc2ccccc2C(=O)Nc2ccccc2N2CCOCC2)c1 | -4% | -6% | -4% | 4% | ? | 2% | -5% | 4%
COc1ccc(N2C(=S)NC3c4cc(Cl)ccc4OC2(C)C3C(=O)N(C)C)cc1 (configuration not stated) | -5% | -3% | -73%[inhibitor] | 0% | -12% | -11% | -3% | -7%
O=C(NC(=S)Nc1ccc2c(c1)OCCO2)c1ccccc1F | -1% | 8%[15.4 µM] | -39% | -13% | -25% | ? | -9% | 2%
CN1CCc2c(sc3c2C(=O)NC(c2ccc(-c4cccc(Cl)c4)o2)N3)C1 (configuration not stated) | 24% | . | 11% | ? | -14% | 2.2µM* | 29% | 4%
COc1ccc(-n2c(-c3ccco3)nc3c(cnn3-c3ccccc3Cl)c2=O)cc1 | -14%[76.3 µM] | . | . | -2% | -11% | -13% | . | .
CC(C)(C)c1ccc(-c2nnc(SCC(=O)Nc3sc4c(c3C#N)CCCC4)o2)cc1 | -5% | ? | 8%[10 µM] | 5% | -9% | ? | 4% | -9%
CNC(=O)N(O)C1N(/N=C/c2cccs2)C(=S)SC1(C)C (configuration not stated) | -27% | 4% | 0%[10 µM] | 3% | -6% | -10% | 7% | -8%
CCCn1c(CCC(=O)Nc2ccc(OCC)cc2)nc2cccnc21 | -2%[76.3 µM] | . | . | 0% | -5% | -9% | . | .

(next part)
Molecule | GAA glycogen | GAA inh | HTT cytoprotect | Tau fibril FP | Tau fluor counter | Tau fibril ThT | aGal spleen mod | GAA spleen mod
O=S(=O)(Cc1ccccc1Cl)Nc1ccccn1 | -1% | -8% | -21% | 3% | 0% | -2% | 4% | -1%
CCCOc1ccc(C(=O)Nc2cc(-c3nc4ccccc4[nH]3)ccc2C)cc1 | -15%[76.3 µM] | . | . | ? | ? | 1% | . | .
COC(=O)c1[nH]c2ccc(F)cc2c1NS(=O)(=O)c1ccc(OC)cc1OC | ? | -2% | -14%[10 µM] | 0% | -18% | -12% | 8% | -16%
CC(C)[C@@H](OCc1ccccc1)[C@H](C)/C=N\OC[C@@H](O)COCc1ccco1 | . | . | -5%[10 µM] | -3%[11.6 µM] | -4%[11.6 µM] | -3%[11.5 µM] | 4%[17.5 µM] | -1%[17.4 µM]
Cc1ccc(NC(=O)Cn2cc(C(=O)C3CCCCC3)c3ccccc32)cc1 | -4%[76.3 µM] | . | . | ? | -26% | 5% | . | .
COc1ccc(C(=O)Nc2ccc(NC(=O)c3cnccn3)cn2)cc1 | 3% | -2% | 38% | -6% | -2% | ? | 11% | -1%
CCCCCCN1C=CC=C/C1=C/C=C(C#N)C#N | -10% | 0% | . | 2% | 6% | 9% | -8% | -11%
COc1cc2c(cc1OC)C(c1cc3cc4c(cc3[nH]c1=O)OCO4)N(C(=O)C(C)C)CC2 (configuration not stated) | 2% | 1% | -18%[1.9 µM] | -4% | 2% | 6% | 6% | 0%
CC(=O)c1cccc(NC(=O)C(CC(C)C)NS(=O)(=O)c2ccc3c(c2)CCN3C(C)=O)c1 (configuration not stated) | -15%[76.3 µM] | . | . | 6% | -3% | 2% | . | .
CN1CCN(C(=S)c2cn(CCOc3ccccc3F)c3ccccc23)CC1 | 10% | -6% | 8%[10 µM] | 12% | -22% | -6% | -2% | 0%
Clc1ccc(SCCCN2CCCCC2)cc1 | 3% | . | 10%[10 µM] | 3% | 5% | 0% | -10% | -4%
O=C(NC1CCCCC1)N1CCN(S(=O)(=O)c2ccc(F)cc2)CC1 | -13% | -10% | -2%[10 µM] | -5% | -12% | -8% | -1% | -1%
COc1ccc(NC(=O)CN2C(=O)N(C)Cc3ccccc32)c(C)c1 | 0% | 3% | . | 8% | 5% | 4% | 12% | -6%
Cc1csc(NC(=O)COc2ccc3c(C)cc(=O)oc3c2)n1 | 6% | -4% | -1% | -1% | -10% | -9% | 3% | 4%
Cc1cc(NC(=O)CCCN2C(=O)/C(=C/c3cccs3)SC2=S)no1 | 2% | -24% | -16%[10 µM] | -16% | 1% | 3% | 7% | -1%
Cc1cccc(NC(=O)NNC(=O)c2cc(-c3ccccc3Cl)nc3ccccc23)c1 | -12% | -5% | -38% | -4% | -17% | -3% | -2% | -12%
CCS(=O)(=O)N1CCC(C(=O)Nc2cc([N+](=O)[O-])ccc2C)CC1 | 7% | . | 32%[10 µM] | -1% | -4% | 4% | -3% | 2%
CCOC(=O)c1[nH]c2ccccc2c1NC(=S)Nc1cc(C)ccc1C | -19% | 0%[15.4 µM] | . | -3% | ? | ? | 0% | -5%

High-throughput results: PubChem BioAssay, National Center for Advancing Translational Sciences (NCATS)
